D2 PAM: positively modulates the human D2 dopamine receptor allosterically. P14416. HEK293 T-REx D2, calcium flux, EC20 dopamine potentiation. potentiation, % at 10 µM. 340,000 tested, 0.34% active. AID 485347;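 active = potentiation over 3 SD above the plate norm, cut at about 30% in these data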; note: 0% is about no effect
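Tetracycline-induced Hek293 Trex D2 cells, force-coupled to calcium, loaded with no-wash calcium dye. Compound added with 180 s kinetic read for agonism, then EC20 dopamine and a further 180 s read for potentiation.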
TRHR agonist: agonists of human TRH receptor; P34981; TRHR cells, calcium flux fluo-8, FDSS agonist mode; activation, % at 2 µM; 360,000 tested, 0.18% active; AID 493084; in the data active = activation above about 30%; note: 0% is about no effect
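Read-out: compound-evoked intracellular calcium rise in TRHR cells, fluo-8 dye, kinetic FDSS fluorescence at 1 s/cycle following a 10-cycle baseline. Cells cultured overnight before dye loading (30 min–1.5 h, RT).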
Apoferritin bind: binds horse apoferritin like a general anesthetic; P02791; apoferritin/1-aminoanthracene competitive binding, fluorescence; Potency, µM (top dose mostly 77.5 µM), inactives show at the highest dose activity change, negative = displacement, usual class: inhibitors; 350,000 tested, 0.074% active; AID 485281; note: potency is the fitted concentration of half-maximal effect; % is set by controls: 0 for no effect and ±100 for the full control effect; nearly all actives have a fitted effect of over 20% in size
Target sequence (P02791 2-175 limits assumed): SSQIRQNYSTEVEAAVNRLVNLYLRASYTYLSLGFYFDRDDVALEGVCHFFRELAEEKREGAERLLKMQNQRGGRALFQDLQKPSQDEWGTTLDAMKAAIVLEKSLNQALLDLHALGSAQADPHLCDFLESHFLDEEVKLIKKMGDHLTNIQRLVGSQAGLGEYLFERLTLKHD
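Concentration-response curves derived by four-parameter Hill fitting of normalized fluorescence, where compounds displaced 1-AMA from 10 uM horse apoferritin following a brief 10 min room-temperature incubation; propofol titration acted as positive control.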
D1 PAM: potentiators of human D1 dopamine receptor; AID 504651; HEK293 TREx D1 cells, calcium flux, dopamine EC20 potentiation; P21728; potentiation, % at 10 µM; 360,000 tested, 0.036% active; in the data active = potentiation above about 30%; note: 0% is about no effect
D1 agonist: agonists of human D1 dopamine receptor; P21728; HEK293 T-REx D1 cells, calcium flux, agonist mode; activation, % at 2 µM; 360,000 tested, 1% active; AID 504660; in the data active = activation above about 30%; note: 0% is about no effect
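Tetracycline-induced HEK293 TREx D1 cells, force-coupled to calcium signalling, were dye-loaded with a no-wash calcium kit. Compound was pin-added after a 10 s baseline. Fluorescence was read kinetically at 1 cycle/s for 180 s, with calcium rises flagged as agonism.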
TRHR enhancer: TRH receptor (human) allosteric enhancement. P34981. TRHR cells, fluo-8 calcium fluorescence, EC20 TRH enhancement. enhancement, % at 2 µM. 360,000 tested, 0.66% active; in the data active = enhancement above about 30%; note: 0% is about no effect
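TRHR-expressing cells loaded with fluo-8 calcium dye were read kinetically (ex 480/em 530) during compound addition, then stimulated with an EC20 of TRH (10 nM final). Enhancement of the Gq-mediated intracellular calcium response was scored.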
RXFP1 antagonist: blocks the human relaxin receptor RXFP1; HEK293-RXFP1, relaxin-stimulated cAMP HTRF, 30 min; hits give low values; 350,000 tested, 0.59% active; activity change, negative = inhibition, % at 57.5 µM;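 active = activity change of -60% or lower, but not beyond a set lower limit; inconclusive = change between -60% and -40%, or beyond the set limit; inactive = change above -40%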; note: % is set by controls: 0 for no effect and ±100 for the full control effect
Target sequence (Q9HBX9 whole entry, looked up): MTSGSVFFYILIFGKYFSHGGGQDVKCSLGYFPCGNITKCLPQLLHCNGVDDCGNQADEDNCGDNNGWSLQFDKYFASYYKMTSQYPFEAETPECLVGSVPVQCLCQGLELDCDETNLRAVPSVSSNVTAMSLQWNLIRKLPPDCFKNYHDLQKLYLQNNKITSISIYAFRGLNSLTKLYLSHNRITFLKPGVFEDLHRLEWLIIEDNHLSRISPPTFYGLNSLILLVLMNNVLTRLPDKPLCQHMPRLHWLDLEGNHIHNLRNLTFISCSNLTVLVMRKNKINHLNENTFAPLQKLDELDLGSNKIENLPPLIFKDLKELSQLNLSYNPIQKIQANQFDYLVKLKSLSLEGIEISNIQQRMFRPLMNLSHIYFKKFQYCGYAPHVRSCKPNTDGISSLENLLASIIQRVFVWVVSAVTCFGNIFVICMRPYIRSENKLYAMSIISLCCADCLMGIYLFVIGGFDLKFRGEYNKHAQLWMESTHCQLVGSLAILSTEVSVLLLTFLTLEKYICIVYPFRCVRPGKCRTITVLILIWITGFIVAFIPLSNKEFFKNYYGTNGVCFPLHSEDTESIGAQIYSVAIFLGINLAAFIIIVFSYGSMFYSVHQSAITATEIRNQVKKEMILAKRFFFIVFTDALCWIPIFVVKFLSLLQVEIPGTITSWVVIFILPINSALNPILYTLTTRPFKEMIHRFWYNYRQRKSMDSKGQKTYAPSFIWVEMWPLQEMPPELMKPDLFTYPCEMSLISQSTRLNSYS
D1 antag: human D1 dopamine receptor antagonism; HEK293 TREx D1 cells, calcium flux, dopamine EC80; hits give low values; activity change, negative = inhibition, % at 10 µM; 360,000 tested, 3.2% active; in the data active = activity change below about -30%; note: % is set by controls: 0 for no effect and ±100 for the full control effect
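Inducible Hek293 Trex D1 cells (tetracycline, overnight, 30 C). Calcium dye 30–90 min RT. Antagonist mode: EC80 dopamine added after 180 s compound read.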
RXFP1 ag: RXFP1 (human) receptor agonism | HEK293T-RXFP1 cAMP TR-FRET, 30 min; response scale: percent of porcine relaxin response, buffer zero | Potency, µM (doses to about 57.5 µM), for the others: at the top dose activation, hits mostly activators | 370,000 tested, 0.3% active | AID 2676; note: potency is the fitted concentration of half-maximal effect; % is set by controls: 0 for no effect and ±100 for the full control effect; nearly all actives have a fitted effect of over 60% in size; many of its hits are not listed in these tables
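HEK293 cells stably expressing RXFP1, treated 30 min at 37C with compounds plus PDE4 inhibitor Ro 20174; cAMP measured by HTRF TR-FRET. Normalized to buffer and 29 nM porcine relaxin; EC50 by Hill fit.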
An asterisk follows results filed as active; & = joins results of further samples. Unless noted, calls come from the whole dose curve; as a rule, active = well fitted curve in the direction sought with a large enough effect; inconclusive = small, poorly fitted or top-dose-only effect, or another doubt; inactive = no such curve, though single readings can be large; an effect the other way counts as inactive or inconclusive. An excerpt (hit frequency here may not be typical).

Screening CCCC1CCC(c2ccc(/C(N)=N/O)cc2)CC1 (configuration not stated) returned D2 PAM 6, TRHR agonist -0.4, Apoferritin bind inconclusive, D1 PAM 8, D1 agonist 4, TRHR enhancer 3, RXFP1 antagonist -12, D1 antag 3 and RXFP1 ag 4.0%.
`COc1ccc(Cn2c(C(=O)O)c(CNCc3ccccc3F)c3ccc(OC)cc32)cc1` gave D2 PAM -8, TRHR agonist 0.1, Apoferritin bind -9%, D1 PAM -2, D1 agonist 0, TRHR enhancer 9, RXFP1 antagonist -11, D1 antag 13 and RXFP1 ag -0.3%.
For O=C(O)/C=C/c1ccc(S(=O)(=O)N2CCCCCC2)cc1 the results were D2 PAM 0, TRHR agonist 2.2, Apoferritin bind -7%, D1 PAM 0, D1 agonist 1, TRHR enhancer 1, RXFP1 antagonist -6, D1 antag 10 and RXFP1 ag 2.3%.
For CC1C(=O)OC2C1CCC1(C)CCC(=O)C(C)C21 (configuration not stated) the results were D2 PAM 8, TRHR agonist -1.4, Apoferritin bind -19%, D1 PAM -2, D1 agonist 2, TRHR enhancer -1, RXFP1 antagonist -6, D1 antag -7 and RXFP1 ag -0.1%.
Screening COc1ccccc1/C=C/C(=O)NCC(=O)N/N=C/c1cc(Br)ccc1OC returned D2 PAM -10, TRHR agonist 0.3, Apoferritin bind -14%, D1 PAM 0, D1 agonist 0, TRHR enhancer 1, RXFP1 antagonist -28 and RXFP1 ag 1.7%.
Screening O=C(N/N=C/c1ccco1)c1ccccc1OCc1ccccc1Cl returned D2 PAM 11, TRHR agonist -0.9, Apoferritin bind -7%, D1 PAM -1, D1 agonist 20, TRHR enhancer -8, RXFP1 antagonist -11, D1 antag 21 and RXFP1 ag 0.6%.
Screening Fc1ccc(-c2nnc(N3CCOCC3)c3ccccc23)cc1F returned D2 PAM -2, TRHR agonist 0.1, Apoferritin bind -5%, D1 PAM -5, D1 agonist -1, TRHR enhancer -4, RXFP1 antagonist 5, D1 antag -3 and RXFP1 ag -1.3%.
`CN(Cc1n[nH]c(=S)n1C)S(=O)(=O)c1ccccc1` gave D2 PAM 0, TRHR agonist -0.2, Apoferritin bind -3%, D1 PAM -1, D1 agonist -1, TRHR enhancer 0, RXFP1 antagonist 5, D1 antag -2 and RXFP1 ag -0.6%.
For C=CCC(c1ccccc1)N(C(C)=O)c1ccco1 (configuration not stated) the results were D2 PAM 24, TRHR agonist 0.3, Apoferritin bind -6%, D1 PAM 0, D1 agonist 11, TRHR enhancer 3, RXFP1 antagonist 12, D1 antag -2 and RXFP1 ag 0.4%.
Screening CCc1ccc(NC(=S)N2CCN(C)CC2)cc1 returned D2 PAM 7, TRHR agonist 0.5, Apoferritin bind -6%, D1 PAM 5, D1 agonist 3, TRHR enhancer 58*, RXFP1 antagonist -3, D1 antag 7 and RXFP1 ag -0.9%.
Screening Cc1nn(Cc2ccc(C(=O)N3c4ccc(F)cc4CCC3C)o2)c(C)c1Br (configuration not stated) returned D2 PAM -9, TRHR agonist 0.8, Apoferritin bind inconclusive, D1 PAM -6, D1 agonist 4, TRHR enhancer -1, RXFP1 antagonist -13, D1 antag -4 and RXFP1 ag 2.0%.
For O=C(CCc1nc2ccccc2c(=O)[nH]1)NCCN1C(=O)S/C(=C\c2ccccc2Cl)C1=O the results were D2 PAM -8, TRHR agonist -0.2, D1 PAM -2, D1 agonist 3, TRHR enhancer -4, RXFP1 antagonist 7, D1 antag -12 and RXFP1 ag 0.8%.
Screening COc1ccc(NC(=O)CSCC(=O)N=c2sccn2C)cc1 returned D2 PAM -2, TRHR agonist 0.7, Apoferritin bind -3%, D1 PAM -6, D1 agonist 2, TRHR enhancer 1, RXFP1 antagonist -3, D1 antag 3 and RXFP1 ag -0.1%.
For CCn1c(=O)cc(SCC(=O)Nc2ccc(C)c(F)c2)c2ccccc21 the results were D2 PAM -17, TRHR agonist 0.0, Apoferritin bind inconclusive, D1 PAM 6, D1 agonist 2, TRHR enhancer 6, D1 antag -2 and RXFP1 ag 6.9%.
`COc1ccc(N2CCN(C(=O)Cn3cnc4nc5c(cc4c3=O)CCCC5)CC2)cc1` gave D2 PAM 5, TRHR agonist -0.6, Apoferritin bind inconclusive, D1 PAM -4, D1 agonist 4, TRHR enhancer 5, RXFP1 antagonist -11, D1 antag -31* and RXFP1 ag 6.2%.

Next section; it opens with the 3 that closed the last part.
Screening COc1ccc(NC(=O)CSCC(=O)N=c2sccn2C)cc1 returned D2 PAM -2, TRHR agonist 0.7, Apoferritin bind -3%, D1 PAM -6, D1 agonist 2, TRHR enhancer 1, RXFP1 antagonist -3, D1 antag 3 and RXFP1 ag -0.1%.
For CCn1c(=O)cc(SCC(=O)Nc2ccc(C)c(F)c2)c2ccccc21 the results were D2 PAM -17, TRHR agonist 0.0, Apoferritin bind inconclusive, D1 PAM 6, D1 agonist 2, TRHR enhancer 6, D1 antag -2 and RXFP1 ag 6.9%.
`COc1ccc(N2CCN(C(=O)Cn3cnc4nc5c(cc4c3=O)CCCC5)CC2)cc1` gave D2 PAM 5, TRHR agonist -0.6, Apoferritin bind inconclusive, D1 PAM -4, D1 agonist 4, TRHR enhancer 5, RXFP1 antagonist -11, D1 antag -31* and RXFP1 ag 6.2%.
For CC(C)c1cc(=O)n2[nH]c(N)nc2n1 the results were D2 PAM -1, TRHR agonist 0.1, Apoferritin bind -3%, D1 PAM -7, D1 agonist 0, TRHR enhancer 7, RXFP1 antagonist -4, D1 antag 2 and RXFP1 ag 1.2%.
`CCCCN(CCCC)CCNC(=O)c1cn(CC)c2ccc(S(=O)(=O)N3CCc4ccccc4C3)cc2c1=O` gave D2 PAM 2&12, TRHR agonist -0.3&0.2, Apoferritin bind -17%&-8%, D1 PAM -2&1, D1 agonist 0&0, TRHR enhancer -3&-7, RXFP1 antagonist 9, D1 antag -4&2 and RXFP1 ag -0.4%&4.6%.
Screening CCn1cc(S(=O)(=O)c2ccc(C)cc2)[nH]c1=O returned D2 PAM 5, TRHR agonist 0.4, Apoferritin bind 2%, D1 PAM -3, D1 agonist 0, TRHR enhancer 2, RXFP1 antagonist -1, D1 antag -15 and RXFP1 ag 0.7%.
Screening Cc1cccc(-c2nn3c(=O)cc(CN4CCN(C(=O)c5ccccc5Br)CC4)nc3s2)c1 returned D2 PAM -12, TRHR agonist -0.3, Apoferritin bind inconclusive, D1 PAM -5, D1 agonist 0, TRHR enhancer 2, D1 antag -34* and RXFP1 ag 3.4%.
COC(=O)c1ccccc1S(=O)(=O)Oc1ccc(-c2ccc(C(=O)O)cc2)cc1 was read as D2 PAM 20, TRHR agonist 0.7, Apoferritin bind 2%, D1 PAM -4, D1 agonist 3, TRHR enhancer 5, RXFP1 antagonist -7, D1 antag -7 and RXFP1 ag -1.1%.
`CCOC(=O)COc1ccc(S(=O)(=O)NCc2ccco2)cc1` gave D2 PAM 5, TRHR agonist 0.2, Apoferritin bind -11%, D1 PAM -2, D1 agonist 4, TRHR enhancer 1, RXFP1 antagonist 2, D1 antag -9 and RXFP1 ag 1.8%.
`C=CCNc1ncnc2ccccc12` gave D2 PAM 20, TRHR agonist 1.1, Apoferritin bind -4%, D1 PAM -4, D1 agonist 6, TRHR enhancer 19, RXFP1 antagonist -5, D1 antag -6 and RXFP1 ag 0.5%.
`COC(=O)c1ccc(C(=O)OC)c(NC(=O)CCc2ccc(C)o2)c1` gave D2 PAM 4, TRHR agonist -0.6, Apoferritin bind -12%, D1 PAM 0, D1 agonist 5, TRHR enhancer 9, RXFP1 antagonist 1, D1 antag -8 and RXFP1 ag -2.1%.
COc1ccccc1NC(=S)N(Cc1cccs1)C1CCCC1 was read as D2 PAM 3, TRHR agonist -0.4, Apoferritin bind -13%, D1 PAM -1, D1 agonist 0, TRHR enhancer 3, RXFP1 antagonist -19, D1 antag -4 and RXFP1 ag 4.9%.
For COc1ccc(C2CC(c3ccccc3)=NN2S(=O)(=O)c2ccccc2)c(OC)c1 (configuration not stated) the results were D2 PAM -2, TRHR agonist 0.2, Apoferritin bind -14%, D1 PAM -10, D1 agonist 10, TRHR enhancer 3, RXFP1 antagonist 12, D1 antag 2 and RXFP1 ag 1.0%.
`CCCS(=O)(=O)N1CCC(C(=O)NCc2cccnc2)CC1` gave D2 PAM -9, TRHR agonist 0.2, Apoferritin bind 6%, D1 PAM 0, D1 agonist 4, TRHR enhancer -3, RXFP1 antagonist -16, D1 antag -18 and RXFP1 ag 5.1%.
`Cc1cc(C)cc(OCC(=O)Nc2cnn(CCCC(=O)O)c2)c1` gave D2 PAM 0, TRHR agonist 0.1, Apoferritin bind -1%, D1 PAM 3, D1 agonist 2, TRHR enhancer 12, RXFP1 antagonist -2, D1 antag -5 and RXFP1 ag -0.1%.
Screening Cc1ccc(NC(=O)C(Cc2ccccc2)n2cccc2)cc1 (configuration not stated) returned D2 PAM -16&-16, TRHR agonist 1.2&0.4, Apoferritin bind 5%&-5%, D1 PAM -7&-8, D1 agonist 3&2, TRHR enhancer 5&3, RXFP1 antagonist inconclusive, D1 antag -1&-7 and RXFP1 ag 3.9%&-1.0%.
CC(C)(C)c1ccc(OC(=O)Cn2c(C(F)(F)F)nc3ccccc32)cc1 was read as D2 PAM 2, TRHR agonist -0.1, Apoferritin bind inconclusive, D1 PAM -2, D1 agonist 13, TRHR enhancer -2, RXFP1 antagonist -5, D1 antag -8 and RXFP1 ag -0.3%.
O=[N+]([O-])c1ccc2c(c1)c1ccccc1n2CCO was read as D2 PAM -5, TRHR agonist -0.6, Apoferritin bind -6%, D1 PAM -4, D1 agonist 2, TRHR enhancer -1, RXFP1 antagonist -13, D1 antag 8 and RXFP1 ag 3.7%.
COc1ccc(OC)c(NC(=O)C2CC(=O)N(Cc3ccco3)C2)c1 (configuration not stated) was read as D2 PAM -11, TRHR agonist -0.2, D1 PAM 9, D1 agonist 2, TRHR enhancer 3, RXFP1 antagonist 3, D1 antag -1 and RXFP1 ag 0.1%.
